KB-V1 MDR tox: qHTS assay for MDR1-selective chemotherapeutics: Primary screen using the drug-selected MDR subline cells KB-V1; KB-V1 MDR cells viability, CellTiter-Glo, 72 h; Potency, µM (highest dose often 46.1 µM), for inactives: top-dose activity change, negative = cytotoxicity, actives largely listed as cytotoxic; actives 3.4% (n = 400,000); further: potency means the concentration at half of the fitted maximal effect; on the % scale 0 is the no-effect control and ±100 the full control effect; nearly all actives have a fitted effect of over 60% in size
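Compound-treated KB-V1 multidrug-resistant cells, 72 h, 37 degrees C; viability by CellTiter-Glo. Fitted qHTS curves give the values.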
DRD3 agonist: qHTS of D3 Dopamine Receptor Agonist: qHTS; D(3) dopamine receptor (Homo sapiens), P35462; D3R DiscoveRx beta-arrestin cells, luminescence, 90 min; max activation, %; actives 0.58% (n = 410,000); in the data active means max activation above about 30%; further: 0% is about no effect; mostly tested at two doses, the higher about 12 µM
Target sequence (P35462 whole entry, looked up): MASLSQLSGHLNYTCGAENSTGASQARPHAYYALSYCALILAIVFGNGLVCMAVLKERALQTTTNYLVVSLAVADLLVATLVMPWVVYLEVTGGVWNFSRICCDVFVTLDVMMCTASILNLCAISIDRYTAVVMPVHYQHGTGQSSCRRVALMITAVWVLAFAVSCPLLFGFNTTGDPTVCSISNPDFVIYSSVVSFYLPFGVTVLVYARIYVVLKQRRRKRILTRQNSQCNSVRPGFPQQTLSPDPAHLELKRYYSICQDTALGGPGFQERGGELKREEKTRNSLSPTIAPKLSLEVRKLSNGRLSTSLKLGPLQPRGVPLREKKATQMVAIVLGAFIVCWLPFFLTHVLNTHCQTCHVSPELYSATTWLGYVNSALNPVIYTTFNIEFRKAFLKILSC
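Cells at 1500/well, incubated overnight, then treated with pinned compounds (dopamine as control) for 90 min at 37 degrees C. DiscoveRx reagent added for 30 - 60 minutes at room temperature; luminescence read.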
HT1080 IDH1KD tx: qHTS for induction of synthetic lethality in tumor cells producing 2HG: qHTS for the HT-1080-IDH1KD cell line; HT-1080 IDH1 knockdown viability, ATP luminescence, 48 h; Potency, µM (series often up to 46.1 µM), for inactives: at the top dose activity, negative = toxicity, most hits filed as cytotoxic; actives 2% (n = 360,000); AID 686971, 2013;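 further: potency means the concentration at half of the fitted maximal effect; 0% = DMSO wells and -100% = cell-free medium wells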
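% activity derives from luminescence (CellTiter-Glo), normalised to DMSO and no-cell wells. HT-1080-IDH1KD cells, 750/well, had 48 h compound exposure at 37 °C.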
HT1080-NT tox: qHTS for induction of synthetic lethality in tumor cells producing 2HG: qHTS for the HT-1080-NT fibrosarcoma cell line. HT-1080-NT fibrosarcoma viability, CellTiter-Glo ATP luminescence, 48 h. Potency, µM (doses to about 46.1 µM), inactives show at the top dose activity, negative = less viability, hits mostly cytotoxic. actives 1.6% (n = 360,000). AID 686970, 2013;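 further: NT is the 2HG producing partner of a matched IDH1 knockdown line; potency means the concentration at half of the fitted maximal effect; 0% = DMSO-treated cells and -100% = media-only wells without cells; nearly all actives have a fitted effect of over 55% in size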
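750 cells/well, RPMI + 5% FBS; 2 h settle, compound pin-transfer, 48 h at 37 degrees C. CellTiter-Glo 10 min RT, luminescence. Normalized to DMSO and media-only wells.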
SW480 rerep: A quantitative high throughput screen for small molecules that induce DNA re-replication in SW480 colon adenocarcinoma cells. SW480 DNA re-replication, Hoechst DNA content imaging, 48 h. Potency, µM (highest dose often 46.1 µM), for the others: top-dose re-replication activation, usual class: activators. actives 1.8% (n = 340,000); further: potency means the concentration at half of the fitted maximal effect; % of control where 0% means no effect; nearly all actives have a fitted effect of over 55% in size
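Treated cells incubate 48 hr (37 C, 5% CO2), are stained 40 min with Hoechst, and nuclear fluorescence is enumerated; a rise in nuclei with high DNA signal marks re-replication.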
GLP-1R agonist: qHTS of GLP-1 Receptor Agonists | Glucagon-like peptide 1 receptor (Homo sapiens), P43220 | HEK293 GLP-1R CRE-luciferase, luminescence, 4-6 h; cells express a hypersensitive GLP-1R form | Potency, µM (top dose mostly 45.6 µM), for the others: at the top dose activation, actives largely listed as activators | actives 0.007% (n = 380,000) | AID 624172, 2012; further: potency means the concentration at half of the fitted maximal effect; % of control where 0% means no effect
Target sequence (P43220 whole entry, looked up): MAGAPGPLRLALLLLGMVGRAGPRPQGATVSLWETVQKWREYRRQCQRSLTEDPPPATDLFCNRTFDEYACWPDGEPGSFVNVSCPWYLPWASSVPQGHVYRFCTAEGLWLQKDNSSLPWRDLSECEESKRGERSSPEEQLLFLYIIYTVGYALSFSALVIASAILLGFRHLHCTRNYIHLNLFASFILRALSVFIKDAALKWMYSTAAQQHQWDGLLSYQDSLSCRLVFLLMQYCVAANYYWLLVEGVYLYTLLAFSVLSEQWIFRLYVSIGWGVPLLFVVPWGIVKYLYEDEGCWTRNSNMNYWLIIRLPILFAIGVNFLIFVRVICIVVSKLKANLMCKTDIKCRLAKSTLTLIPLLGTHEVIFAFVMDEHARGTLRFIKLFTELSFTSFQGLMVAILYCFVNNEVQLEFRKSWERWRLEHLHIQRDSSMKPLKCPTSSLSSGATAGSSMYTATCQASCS
DRD3 antagonist: qHTS of D3 Dopamine Receptor Antagonist: qHTS; D3R cells, DiscoveRx beta-arrestin luminescence, antagonist mode; active compounds read low; D(3) dopamine receptor (Homo sapiens), P35462; AID 652054, 2013; max response, negative = inhibition, %; actives 2.5% (n = 360,000); in the data active means max response below about -50%; inconclusive means no clear call, values can overlap the other calls; further: on the % scale 0 is the no-effect control and ±100 the full control effect; mostly tested at two doses, the higher about 12 µM
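Cells plated overnight at 1500 cells/well, then exposed to library compounds with dopamine controls for 90 minutes at 37 degrees C. DiscoveRx reagent added for 30–60 minutes at room temperature; luminescence read, quantitative HTS format.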
KB-3-1 tox: qHTS assay for MDR1-selective chemotherapeutics: Primary screen using the parental adenocarcinoma cell KB-3-1 | KB-3-1 viability, CellTiter-Glo ATP luminescence, 72 h | Potency, µM (top dose mostly 46.1 µM), for inactives: at the highest dose activity change, negative = cytotoxic, actives largely listed as cytotoxic | actives 1.4% (n = 400,000); further: potency means the concentration at half of the fitted maximal effect; on the % scale 0 is the no-effect control and ±100 the full control effect; nearly all actives have a fitted effect of over 60% in size
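Screening of KB-3-1 cells (DMEM, 10% FBS, phenol-red free) ran from lowest to highest compound concentration; after 72 h at 37 °C viability was read luminescently and curves fitted.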
IL-1B inflam inh: qHTS for Inhibitors of Inflammasome Signaling: IL-1-beta AlphaLISA Primary Screen. activity change, % at 57.5 µM. actives 4.7% (n = 360,000). THP-1 LPS/ATP IL-1B secretion, AlphaLISA, 16 h; active compounds read low. AID 743279, 2014; in the data active means activity change below about -50%; inconclusive means mostly about -30% to -49%; further: on the % scale 0 is the no-effect control and ±100 the full control effect
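Secreted IL-1B measured by AlphaLISA bead assay after 16 h compound exposure of THP-1 cells; compounds (final up to 57.5 uM) added 1 h before LPS (250 ng/mL) and ATP (1.25 mM) stimulation; lower signal means less secretion.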
* hit, by the source's call; i = inactive; ? = inconclusive; / = not tested or not shown; [ ] = dose if it differs, or a comment. Unless noted, the call rests on the fitted dose curve; in most records, active means well fitted curve in the direction sought with a large enough effect; inconclusive means small, poorly fitted or top-dose-only effect, or another doubt; inactive means no such curve, though single readings can be large; an effect the other way counts as inactive or inconclusive.

Preview, four compounds:
Screens by letter – A = KB-V1 MDR tox; B = DRD3 agonist; C = HT1080 IDH1KD tx; D = HT1080-NT tox; E = SW480 rerep; F = GLP-1R agonist; G = DRD3 antagonist; H = KB-3-1 tox; I = IL-1B inflam inh
1) O=C(Nc1cccc(NC(=O)c2cccs2)c1)c1ccc2c(c1)OCO2
  A: ?	B: -7	C: -22%	D: 2%	E: -3%	F: 10%	G: -8	H: -1%	I: -77*
2) S=c1[nH]nc(Cc2cccs2)n1-c1ccccc1
  A: -13%	B: 3	C: 15%	D: 15%	E: -1%	F: -2%	G: 3	H: -5%	I: -16
3) Cn1c(CNC(=O)c2ccco2)nnc1SCC(=O)Nc1cccc(F)c1
  A: 2%	B: -6	C: 4%	D: 3%	E: -7%	F: 1%	G: -4	H: 10%	I: 21
4) CCOC(=O)c1c(C)n(C)c2ccc(OC)c(NC(=O)CN3CCN(C(=O)c4ccco4)CC3)c12
  A: 0%	B: -4	C: -3%	D: 3%	E: 3%	F: 6%	G: 1	H: -3%	I: -22

All compounds of this part, repeating the preview:
Screens by letter – A = KB-V1 MDR tox; B = DRD3 agonist; C = HT1080 IDH1KD tx; D = HT1080-NT tox; E = SW480 rerep; F = GLP-1R agonist; G = DRD3 antagonist; H = KB-3-1 tox; I = IL-1B inflam inh
1) O=C(Nc1cccc(NC(=O)c2cccs2)c1)c1ccc2c(c1)OCO2
  A: ?	B: -7	C: -22%	D: 2%	E: -3%	F: 10%	G: -8	H: -1%	I: -77*
2) S=c1[nH]nc(Cc2cccs2)n1-c1ccccc1
  A: -13%	B: 3	C: 15%	D: 15%	E: -1%	F: -2%	G: 3	H: -5%	I: -16
3) Cn1c(CNC(=O)c2ccco2)nnc1SCC(=O)Nc1cccc(F)c1
  A: 2%	B: -6	C: 4%	D: 3%	E: -7%	F: 1%	G: -4	H: 10%	I: 21
4) CCOC(=O)c1c(C)n(C)c2ccc(OC)c(NC(=O)CN3CCN(C(=O)c4ccco4)CC3)c12
  A: 0%	B: -4	C: -3%	D: 3%	E: 3%	F: 6%	G: 1	H: -3%	I: -22
5) CN(CCc1ccccn1)C(=O)CCC1CCCN(C(=O)c2ccccn2)C1 (stereo not drawn)
  A: 19%	B: -5	C: -1%	D: 0%	E: -50%[inhibitor]	F: -4%	G: -9	H: 6%	I: 19
6) O=C(COC(=O)/C=C/c1ccccc1)NNC(=O)c1ccc([N+](=O)[O-])cc1
  A: 6%	B: -2	C: 2%	D: 5%	E: 0%	F: -12%	G: -23	H: -7%	I: -2
7) O=C(OCCCN=C1NS(=O)(=O)c2ccccc21)c1ccccc1
  A: -5%	B: -6	C: 2%	D: 5%	E: -21%	F: -5%	G: 6	H: -1%	I: i
8) COc1ccc2c(OC)cc(=O)n(C)c2c1
  A: -18%	B: -7	C: 11%	D: 15%	E: -136%[inhibitor]	F: 0%	G: 4	H: 22%	I: 19
9) COc1ccc(-c2cc3cccc(OC)c3oc2=O)cc1
  A: -4%	B: 5	C: -11%	D: -20%	E: -1%	F: 0%	G: -8	H: -6%	I: 0
10) COCCNC(=O)C(c1ccncc1)N(Cc1ccccc1)C(=O)Cn1nnc2ccccc21 (stereo not drawn)
  A: 15%	B: -5	C: 0%	D: 17%	E: -3%	F: 8%	G: 0	H: 11%	I: -13
11) CCCn1c(=S)[nH]c2cc(C(=O)N3CCN(c4ccccc4)CC3)ccc2c1=O
  A: 0%	B: 8	C: 9%	D: 13%	E: /	F: -1%	G: 7	H: 3%	I: -1
12) O=C(CSc1nc2ccccc2[nH]1)N/N=C/C=C\c1ccccc1[N+](=O)[O-]
  A: ?	B: -5	C: 0%	D: -5%	E: ?	F: 1%	G: 7	H: 17%	I: -7
13) COc1ccc(-c2nnn(Cc3ccccc3)n2)cc1OC
  A: -4%	B: 6	C: -7%	D: 2%	E: -1%	F: 6%	G: -8	H: 7%	I: 17
14) COC(=O)Cc1ccc(NC(=S)N2CCN(C)CC2)cc1
  A: ?	B: -5	C: 4%	D: 5%	E: -18%	F: 3%	G: -13	H: 4%	I: 0
15) COc1ccc(/C=C/C(=O)c2ccc3c4c(cccc24)CC3)cc1
  A: ?	B: -15	C: ?	D: -9%	E: ?	F: 7%	G: 0	H: ?	I: -78*

Five structures from above, ordered by number of heavy atoms, low to high.
Screens by letter – A = KB-V1 MDR tox; B = DRD3 agonist; C = HT1080 IDH1KD tx; D = HT1080-NT tox; E = SW480 rerep; F = GLP-1R agonist; G = DRD3 antagonist; H = KB-3-1 tox; I = IL-1B inflam inh
8) COc1ccc2c(OC)cc(=O)n(C)c2c1
  A: -18%	B: -7	C: 11%	D: 15%	E: -136%[inhibitor]	F: 0%	G: 4	H: 22%	I: 19
13) COc1ccc(-c2nnn(Cc3ccccc3)n2)cc1OC
  A: -4%	B: 6	C: -7%	D: 2%	E: -1%	F: 6%	G: -8	H: 7%	I: 17
15) COc1ccc(/C=C/C(=O)c2ccc3c4c(cccc24)CC3)cc1
  A: ?	B: -15	C: ?	D: -9%	E: ?	F: 7%	G: 0	H: ?	I: -78*
3) Cn1c(CNC(=O)c2ccco2)nnc1SCC(=O)Nc1cccc(F)c1
  A: 2%	B: -6	C: 4%	D: 3%	E: -7%	F: 1%	G: -4	H: 10%	I: 21
5) CN(CCc1ccccn1)C(=O)CCC1CCCN(C(=O)c2ccccn2)C1 (stereo not drawn)
  A: 19%	B: -5	C: -1%	D: 0%	E: -50%[inhibitor]	F: -4%	G: -9	H: 6%	I: 19

(more compounds)
nr	molecule	KB-V1 MDR tox	DRD3 agonist	HT1080 IDH1KD tx	HT1080-NT tox	SW480 rerep	GLP-1R agonist	DRD3 antagonist	KB-3-1 tox	IL-1B inflam inh
16	CCOC(=O)CC1(CCc2ccccc2)Oc2ccccc2O1	-7%	6	25%	18%	/	/	0	-5%	23
17	Cc1ccc(C)c(CN2C(=O)c3ccccc3S(=O)c3ccc(C(=O)N4CCCCC4)cc32)c1 (stereo not drawn)	10%	-12	/	/	/	-1%	/	0%	/
18	Cc1ccc(S(=O)(=O)N2CCN(C(=O)CSc3nccn3C)CC2)cc1	-9%	-5	13%	7%	-17%	10%	-3	0%	-6
19	O=C(Oc1ccc[nH]c1=O)C1CC1	11%	-1	?	?	/	3%	7	6%	-16
20	CCN(CC(=O)Nc1c(F)cccc1F)C(=O)c1cccc(S(=O)(=O)N2CCCc3ccccc32)c1	16%	-3	-12%	-5%	-14%	-4%	-6	?	22
21	CCOC(=O)c1cccc2c(=O)c(C(=O)c3ccc(Cl)cc3)c(C(=O)OC)[nH]c12	21%	-13	23%	15%	1%	1%	-21	10%	22
